ER stress rescue = rescue of cells from ER stress-induced death, primary screen, 384-well, CSM14.1, thapsigargin, ATP luminescence (AID 1222) | CSM14.1 thapsigargin-induced death rescue, ATP luminescence; higher % means a stronger effect | one-dose cellular ATP content (survival), % at 20 µM; EC50 in µM for titrated hits | 190,000 tested, under 10 active;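 active = EC50 below 50 µM in the dose-response confirmation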;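 note: death triggered by thapsigargin at about 15 µM added after 2 h compound pretreatment; cell ATP read after overnight thapsigargin exposure of roughly 18 to 22 hours; normalized against plate controls of thapsigargin alone and 5% DMSO vehicle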
Autophagy mod = autophagy modulators in MEF cells, primary screen, imaging, high-content, MEF GFP-LC3 | MEF GFP-LC3 puncta imaging; test concentration mostly 10 µM | calls only at 10 µM (by protocol) | hit rate 0.98% among 190,000;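 active = percentage of spot-positive cells more than 3 SD above its plate mean, without a fluorescence outlier flag or 80% toxicity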;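 note: spot-positive cell cutoff set from DMSO-treated cells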
M17LAP inhibition = P. falciparum M17LAP inhibitors, primary screen, biochemical, fluorogenic H-Leu-NHMec substrate, 1536-well (AID 1619); recombinant M17LAP, H-Leu-NHMec fluorogenic kinetic assay; higher % means a stronger effect; one-dose inhibition, % at 30 µM; IC50 in µM for titrated hits; hit rate 0.38% among 220,000;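 active = compound inhibiting the enzyme by more than half at any dose during confirmatory dose-response retesting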;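 note: plate controls were full reaction with DMSO carrier for no effect and no enzyme background for full effect; strong numbers were not always called active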
bCat nuc transl = modulators of beta-catenin nuclear translocation, primary screen, imaging, HeLa cells, immunofluorescence, high-content | nuclear translocation activity, % at 5 µM | hit rate 0.3% among 190,000 | AID 1665, 2009;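 active = nuclear translocation activity above 50% at 5 µM, with a well cell count of 50 or more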;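 note: per-cell ratio of nuclear to cytoplasmic median beta-catenin stain intensity; plate controls were DMSO negative control for no effect and GSK-3 inhibitor IX positive control for full effect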
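test system = HeLa cells, endogenous beta-catenin | dosing = single 5 µM dose plus 0.02–20 µM confirmation series | times = compound treatment 24 h, 37°C, 5% CO2 | technique = beta-catenin immunofluorescence imaging with DAPI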
K1F lysis inhibition = inhibition of K1F phage lysis, E. coli UTI89, bacterial capsule biogenesis inhibitors, alamar blue (AID 488966). E. coli UTI89 K1F phage lysis, alamar blue, 2 h; higher % means a stronger effect. inhibition, % at 100 µM; hits with a dose series show IC50 in µM. hit rate 0.02% among 340,000;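 active = phage lysis inhibition, versus mean bacterial control, above a set limit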;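 note: capsule biogenesis inhibitors block K1F phage lysis so surviving cells raise fluorescence; higher fluorescence means more inhibition of phage lysis; actives were called in the ten point dose series up to 300 µM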
Dynein transport = inhibitors of GR-EGFP nuclear translocation, primary screen, dynein cargo transport inhibitor project, imaging, high-content, 3617.4 mouse cells; test concentration mostly 20 µM; stimulated with dexamethasone, 1 µM; active compounds read low; z-score, hits read low; hit rate 0.47% among 220,000; AID 1381, 2008;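 active = plate z-score of nuclear minus cytoplasmic receptor signal below a set negative limit, without overly bright fluorescence or cell loss, cut at about -3.5 in these data, passing the limit was not always enough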;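 note: z-score of nuclear minus cytoplasmic ring GR-EGFP intensity difference per well; some compounds called inactive have numbers as strong as hits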
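Buffer or medium: tetracycline-free induction medium containing charcoal-stripped FBS / Reagent: dexamethasone agonist, 1.0 µM final, for 30 min / Technique: automated 10x imaging of fixed Hoechst-stained cells / Times: induction 48 h, compound 1 h, agonist 30 min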
P. falciparum M1AAP = P. falciparum M1AAP inhibitors, biochemical, fluorogenic H-Leu-NHMec substrate, 1536-well (AID 1445); hit rate 0.42% among 220,000; inhibition, % at 30 µM, or IC50 in µM where a hit was titrated; recombinant M1AAP, H-Leu-NHMec fluorogenic kinetic assay; higher % means a stronger effect; Aminopeptidase N (Plasmodium falciparum (isolate 3D7));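 active = primary inhibition above the hit cutoff, then over 50% inhibition at one or more dose response concentrations, cut at about 23% in these data, passing the limit was not always enough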;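 note: plate controls were DMSO full reaction for no effect and no enzyme background for full effect; strong numbers were not always called active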
Insulin prom up = insulin promoter activators in MIN6 cells, imaging, high-content screening, mouse beta cells; MIN6 insulin promoter-GFP reporter; active compounds read high; z-score at 5 µM; hit rate 0.3% among 190,000; AID 1625, 2009;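 active = z-score above 3 at 5 µM with at least 500 cells counted in the well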
MT stabilizer = microtubule stabilizers in HeLa cells, primary screen, imaging, high-content imaging. HeLa tubulin immunostaining HCS, 24 h; share of cells brighter than vehicle mean+2SD. % tubulin-high responders, % at 10 µM. hit rate 0.83% among 200,000;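 active = plate Z-score above 3 for both tubulin-high and condensed-nucleus cell shares, with cell loss under 80%, at 10 µM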;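 note: anti alpha tubulin signal scored within the nucleus-defined area of each cell; some results filed as inactive read as strong as hits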
Dynein transport cytoplasmic EGFP = also measured in Dynein transport; calls as there; z-score; measured here: cytoplasmic GR-EGFP intensity; active compounds read high
Dynein transport nuclear GR-EGFP = second read-out of Dynein transport, no call of its own (marks repeat the call); z-score; measured here: nuclear GR-EGFP intensity;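 lower value marks the stronger effect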
Dynein transport cell count = also measured in Dynein transport; calls as there; z-score; measured here: cell count per field
Insulin prom up cell count = recorded beside Insulin prom up, whose call it bears; cell count; measured here: cytotoxicity, nuclei count;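 total cells summed across four imaged fields per well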
bCat nuc transl cell count 5 µM = also measured in bCat nuc transl; calls as there; cell count; measured here: cell count, cytotoxicity flag
MT stabilizer Hoechst-high % = second read-out of MT stabilizer, no call of its own (marks repeat the call); % Hoechst-high responders; measured here: nuclear condensation Hoechst responders;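 share of cells brighter than vehicle mean plus two SD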
MT stabilizer cytotoxicity % = second read-out of MT stabilizer, no call of its own (marks repeat the call); toxicity, %; measured here: cytotoxicity by cell density;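 0% = mean cell density of plate MIN control wells and 100% = no cells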
Autophagy mod cell loss 18 h = also measured in Autophagy mod; calls as there; toxicity, %; measured here: cell loss, nuclei count;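 cell loss after 18 h compound exposure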
* marks the source's active call; other numbers are inactive results; i = inactive; x = no result given; [ ] = another dose, or the depositor's remark. A portion of the library; count on the stated rates, not on these rows.

SMILES	ER stress rescue	Autophagy mod	Autophagy mod cell loss 18 h	M17LAP inhibition	bCat nuc transl	bCat nuc transl cell count 5 µM	K1F lysis inhibition	Dynein transport	Dynein transport cytoplasmic EGFP	Dynein transport nuclear GR-EGFP	Dynein transport cell count	P. falciparum M1AAP	Insulin prom up	Insulin prom up cell count	MT stabilizer	MT stabilizer Hoechst-high %	MT stabilizer cytotoxicity %
O=C1CCCC2=C1C(c1cccnc1)Nc1ccccc1N2 (stereo not given)	0.1%	i	-6	27%	-0.3	888	0.3%	1.4	-0.013	1.7	-1.7	12%	0	1466	3.5	1.7	5.2
COCCOC(=O)C1=C(N)OC(C)=C(C(=O)OC)C12C(=O)Nc1ccccc12 (stereo not given)	-0.9%	i	-10	11%	2.2	1103	-0.3%	0.67	-0.048	0.76	-0.37	5%	0.85	1142	2.4	1.4	6.9
Cc1nn(Cc2ccc(Cl)cc2Cl)c(Cl)c1C(=O)Nc1ccc(OC(F)F)cc1	-0.9%	i	-5	4%	0.9	910	2.6%	-0.22	-0.27	-0.42	0.39	5%	-0.23	1242	3.9	2.4	0.8
CC(C)CCOC(=O)c1c(N)n(CC2CCCO2)c2nc3ccccc3nc12 (stereo not given)	-1.7%	i	-3	-58%	x	x	1.6%	-0.43	-0.17	-0.31	0.24	20%	-0.32	1191	0.7	1.6	10
CN1C(=O)C(=Cc2ccccc2OCc2ccc(Cl)cc2)C(=O)N(C)C1=O	-3.2%	i	-9	19%	x	x	0.1%	-0.7	-0.29	-0.83	0.39	20%	0.4	1168	4.2	6.3	5.6
Cc1oc(-c2cccs2)nc1CSCC(=O)N1CCC2(CC1)OCCO2	1.7%	i	-20	-1%	-1.8	1011	0.1%	1.2	-0.21	1.5	-0.11	-4%	-0.88	1284	1.5	1.5	6.1
CCCN(CC#CCO)CCC	-0.1%	i	-8	-3%	2.8	1033	4.8%	-0.24	-0.18	-0.17	1.2	6%	-0.08	1122	3.9	2.8	5.3
O=C(CN1CCCCC1)c1ccccc1F	-1.2%	i	-3	4%	0.5	1168	0.3%	-0.77	0.71	-0.12	-0.34	1%	0.14	1272	2.1	1.2	2.0
Cn1c(O)c(/C=N/N2CCCCC2)c(=O)[nH]c1=O	1.0%	i	-11	-7%	-5.5	587	0.9%	0.16	-0.29	-0.26	0.22	0%	0.47	1322	3.1	1.6	3.4
O=c1[nH]c(N2CCN(Cc3ccc4c(c3)OCO4)CC2)nc2c1CCC2	2.1%	i	5	8%	-1.0	1052	0.7%	-0.55	-0.27	-0.018	-0.36	-8%	0.26	1211	1.3	0.3	27
CN1CC=C2C(C#N)=C(N)C(C#N)(C#N)C(c3ccncc3)C2C1 (stereo not given)	x	i	-9	-23%	0.6	937	0.6%	3.7	6.5	8.5	0.36	11%	x	x	2.8	1.4	3.9
CC(=O)OC1(c2ccccc2)CCN(C)C2CCCCC21 (stereo not given)	0.2%	i	18	-4%	-3.8	1074	1.7%	-0.66	-0.15	0.39	0.17	1%	0.82	724	4.3	2.6	5.5
C[C@]12CCC(=O)C=C1CCC1C2CC[C@@]2(C)C1CC[C@@]2(O)CC#N (stereo not given in full)	0.2%	i	-2	-1%	0.4	1095	1.4%	0.21	-0.21	0.43	0.15	-1%	-1.7	1070	2.7	1.9	4.5
COc1ccc(CCN(C)Cc2ccc(F)cc2F)cc1OC	-1.4%	i	-1	-4%	x	x	0.1%	1.5	0.62	1.5	-2	-2%	-0.16	953	1.3	1.6	8.6
Cc1ccsc1C(=O)C1CCCN(Cc2ccc(O)cc2)C1 (stereo not given)	0.2%	i	3	5%	-0.5	1014	0.4%	0.4	0.073	0.92	-1.1	3%	-0.01	1547	2.6	2.3	6.1
NC1=NC(=O)C(c2ccccc2)O1 (stereo not given)	-2.3%	x	x	-8%	-0.6	1057	x	x	x	x	x	0%	0.51	1411	x	x	x
CCOC(=O)C1CCN(/C=C2/C(=O)NC(=O)N(c3ccc(OCC)cc3)C2=O)CC1	-1.3%	i	-2	-48%	-4.6	864	1.5%[50 µM]	-0.81	-0.38	-0.52	0.84	3%	0.37	1461	2.8	1.4	9.0
CSc1nc2ccc(C)cc2c(=O)n1-c1cccnc1	x	x	x	-2%	1.6	1324	-0.1%	-0.071	-0.23	0.33	0.3	-4%	-0.45	892	x	x	x
COc1cc(OC)c(OC)cc1/C=C1\C(=O)NC(=O)N(Cc2ccccc2)C1=O	-0.5%	i	16	15%	1.4	1115	0.3%	-0.74	-0.3	-0.32	1	11%	x	x	2.6	2.3	7.8
C=Cn1ccnc1P(=S)(c1ccccc1)c1nccn1C=C	-0.1%	i	-13	6%	2.0	942	0.1%	0.58	-0.23	-0.068	-0.16	1%	-0.18	1175	2.3	1.6	7.9
N#CCCn1cc(C(=O)Nc2ccccc2Cl)c(-c2ccc([N+](=O)[O-])cc2)n1	-1.2%	i	4	8%	-0.6	1068	0.1%	1.1	-0.28	0.24	-0.73	-8%	-0.25	1465	3.9	1.9	0.6
CN(C)CCc1nc2ccccc2c(=O)n1-c1ccccc1	x	i	-6	-1%	x	x	x	-1	0.073	-0.49	0.85	7%	-0.13	1108	4.1	2.4	6.1
Cc1ccc(N2Cc3ccccc3C2=N)cc1[N+](=O)[O-]	-1.9%	i	2	24%	-1.2	1137	0.5%	0.23	-0.23	-0.0065	0.35	4%	-0.42	1456	1.3	2.1	7.2
O=P(O)(O)Cc1ccccc1OP(=O)(c1ccccc1)c1ccccc1	-0.5%	i	15	4%	-1.7	1399	0.4%	-1	-0.036	-0.18	0.24	5%	0.02	1395	5.4	1.1	10
CCN(CC)C(=O)c1ccc(NC(=O)c2cc(-n3cnnc3)ccc2Cl)cc1	-2.3%	i	12	3%	0.7	920	0.7%	1.1	-0.24	0.49	-0.2	-2%	0.67	1183	2.0	2.4	1.8
CC(C)(C)OC(=O)c1c(N)n(Cc2ccco2)c2nc3ccccc3nc12	2.8%	i	-7	-117%	x	x	1.0%	-0.91	0.92	-0.12	-0.18	8%	-0.81	1064	1.9	1.9	9.9
CN(C)C(Cc1ccc(Cl)cc1)C(=O)c1ccccc1 (stereo not given)	-0.1%	i	19	16%	0.2	1084	-1.1%[50 µM]	-0.57	-0.22	-0.3	0.44	-2%	0.03	1493	2.7	2.3	8.0
Cc1ccnc(NS(=O)(=O)c2ccc(N=Cc3c(O)n(C)c(=O)n(C)c3=O)cc2)n1	-1.0%	i	12	50%	-2.5	1126	-1.0%	-1	-0.37	-0.92	1.3	18%	-0.78	1243	2.2	1.6	3.6
CC(=NCCN1CCOCC1)c1c(O)n(-c2ccccc2C)c(=O)[nH]c1=O	-0.1%	i	18	12%	-1.1	1008	-0.1%	0.022	0.049	0.42	-0.16	-3%	0.17	1576	5.8	1.4	16
COC(=O)C1=CCCN(C)C1	-0.7%	i	-3	2%	5.2	1039	4.3%	-0.49	-0.24	-0.083	0.71	1%	0.35	843	4.2	1.7	4.9
CN1CC(C(=O)c2ccc(F)cc2)C(c2c(F)cccc2Cl)C1 (stereo not given)	-1.9%	i	53	-6%	0.5	1482	0.6%	-0.21	-0.17	-0.096	0.0026	1%	-0.53	1348	1.6	1.2	14
O=C(NCc1ccccn1)c1ccccc1Cl	1.0%	i	-12	16%	2.1	1195	4.4%	-0.0065	-0.26	0.15	0.74	8%	0.35	1111	2.8	0.7	21
COc1ccc(C2(C#N)CC[N+](C)(C)CC2)cc1	-1.7%	i	-27	7%	1.0	1331	0.6%	-1	-0.13	0.12	0.93	1%	0.35	1512	3.1	1.9	7.1
CC(=O)Nc1ccccc1C(=O)OCc1ccccc1F	2.4%	i	22	-8%	-2.3	1041	0.8%	-0.038	-0.32	0.44	0.26	0%	-0.1	1418	7.9	3.1	1.6
NCC(CC(=O)O)c1ccc(Cl)cc1 (stereo not given)	-2.5%	i	2	-5%	x	x	-0.6%	0.28	2.6	1.6	-1.4	-4%	-0.45	1255	2.7	1.5	4.4
Cn1c(O)c(C=NC2CC(C)(C)NC(C)(C)C2)c(=O)n(C)c1=O	-1.6%	i	-1	-9%	-0.5	1450	-1.6%	1.2	-0.069	0.91	0.31	2%	1.1	1181	0.9	5.6	11
CC(C)NS(=O)(=O)c1ccc(OCC(=O)N2CCN(Cc3ccc4c(c3)OCO4)CC2)c(Cl)c1	2.0%	i	11	6%	-1.4	1116	0.9%	0.53	-0.33	0.85	0.7	1%	-1.3	761	1.7	1.6	6.0

One compound at a time, from the list above. Order of values: ER stress rescue	Autophagy mod	Autophagy mod cell loss 18 h	M17LAP inhibition	bCat nuc transl	bCat nuc transl cell count 5 µM	K1F lysis inhibition	Dynein transport	Dynein transport cytoplasmic EGFP	Dynein transport nuclear GR-EGFP	Dynein transport cell count	P. falciparum M1AAP	Insulin prom up	Insulin prom up cell count	MT stabilizer	MT stabilizer Hoechst-high %	MT stabilizer cytotoxicity %
Listed for Cn1c(O)c(C=NC2CC(C)(C)NC(C)(C)C2)c(=O)n(C)c1=O = -1.6%	i	-1	-9%	-0.5	1450	-1.6%	1.2	-0.069	0.91	0.31	2%	1.1	1181	0.9	5.6	11
Listed for CN1CC(C(=O)c2ccc(F)cc2)C(c2c(F)cccc2Cl)C1 (stereo not given) = -1.9%	i	53	-6%	0.5	1482	0.6%	-0.21	-0.17	-0.096	0.0026	1%	-0.53	1348	1.6	1.2	14

Compound activity as filed in PubChem.
